Screens: PubChem, National Center for Advancing Translational Sciences (NCATS)
LmPK inh: qHTS Assay for Inhibitors of Leishmania Mexicana Pyruvate Kinase (LmPK). Potency, µM (top dose mostly 57.5 µM), for the others: at the top dose activity change, negative = inhibition, most hits filed as inhibitors. purified LmPK, Kinase-Glo ATP luminescence, 1 h. Q27686. 0.37% of 290,000 active; also: potency is read from the fitted curve at half-maximal effect; % is scaled to controls: 0 for no effect and ±100 for the full control effect
Target sequence (Q27686 whole entry, looked up): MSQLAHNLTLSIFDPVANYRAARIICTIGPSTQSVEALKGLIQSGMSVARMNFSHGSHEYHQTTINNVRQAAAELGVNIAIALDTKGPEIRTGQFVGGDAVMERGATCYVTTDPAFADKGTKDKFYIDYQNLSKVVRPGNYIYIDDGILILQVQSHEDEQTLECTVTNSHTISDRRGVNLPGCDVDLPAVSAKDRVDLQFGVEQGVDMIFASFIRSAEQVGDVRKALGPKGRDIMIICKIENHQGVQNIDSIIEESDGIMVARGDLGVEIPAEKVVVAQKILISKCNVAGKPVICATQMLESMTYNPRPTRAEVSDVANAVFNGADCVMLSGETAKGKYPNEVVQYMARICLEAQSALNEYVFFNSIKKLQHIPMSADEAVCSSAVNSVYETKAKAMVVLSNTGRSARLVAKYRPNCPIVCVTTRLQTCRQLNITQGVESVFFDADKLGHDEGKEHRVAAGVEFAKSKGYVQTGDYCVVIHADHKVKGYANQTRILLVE
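Purified LmPK (0.1 nM) converted ADP (0.1 mM) to ATP with PEP (0.5 mM) in imidazole buffer pH 7.2 with KCl and MgCl2, 1 h at room temperature. ATP was read by Kinase-Glo luminescence; data normalized to uninhibited and no-enzyme controls.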
HCV inh: qHTS Assay for Inhibitors of Hepatitis C Virus (HCV); Huh7.5.1 HCVcc-Cre infection, luciferase reporter, 44 h; Potency, µM (titrated, usually from 41.8 µM), for inactives: at the top dose activity change, negative = inhibition, most hits filed as inhibitors; 3.4% of 340,000 active; AID 651820, 2012; also: potency is read from the fitted curve at half-maximal effect; % is scaled to controls: 0 for no effect and ±100 for the full control effect
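Cells seeded at 1,000/well and cultured 4 h, then compounds added followed by HCVcc-Cre virus (~0.5 moi). After 44 h further culture, luciferase substrate was added, plates held 15 min at room temperature, and luminescence read for 15 sec.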
Shiga toxin inh: A qHTS for Small Molecule Inhibitors of Shiga Toxin; inhibition, % at 38.7 µM; Vero cells, Shiga toxin protein synthesis inhibition reporter; 9.2% of 290,000 active; AID 2315, 2010; in the data active = inhibition mostly above about 28%, no sharp cut-off; inactive = mostly below about 43%; also: 0% is about no effect
Tb PYK inh: qHTS of Trypanosoma Brucei Inhibitors. pyruvate kinase (Trypanosoma brucei), Q57TT1. TbPYK enzyme, Kinase-Glo Plus ATP luminescence, 45 min. Potency, µM (highest dose often 76.8 µM), inactives show top-dose activity, negative = inhibition, most hits filed as inhibitors. 0.12% of 410,000 active; also: potency is read from the fitted curve at half-maximal effect; % is scaled to controls: 0 for no effect and ±100 for the full control effect; nearly all actives have a fitted effect of over 50% in size
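Luminescence from Kinase-Glo Plus, added after a 45-minute room-temperature reaction, served as the end-point read-out. The enzyme and substrate were preincubated with compound before ADP (130 uM final) initiated turnover. Concentration-effect curves came from normalized qHTS data.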
Pf growth 96h: Primary qHTS for delayed death inhibitors of the malarial parasite plastid, 96 hour incubation; P. falciparum luciferase reporter growth, 96 h; 6.9% of 320,000 active; Potency, µM (highest dose often 28.7 µM), for inactives: at the top dose activity change, negative = inhibition, actives largely listed as inhibitors; also: potency is read from the fitted curve at half-maximal effect; % is scaled to controls: 0 for no effect and ±100 for the full control effect
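96 h incubation, 37 C, 5% CO2, of luciferase-reporter P. falciparum-infected RBCs (2% hematocrit, 0.05% parasitemia final) with test compounds; endpoint luminescence.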
Cycloheximide cs: Cycloheximide Counterscreen for Small Molecule Inhibitors of Shiga Toxin; 12% of 300,000 active; cell reporter, cycloheximide protein synthesis inhibition counterscreen; max response, %; in the data active = max response mostly above about 13%, no sharp cut-off; inactive = mostly below about 14%; also: read at 38.3 µM for the half of the compounds with a filed dose; 0% is about no effect
Pf growth 48h: Primary qHTS for delayed death inhibitors of the malarial parasite plastid, 48 hour incubation; Potency, µM (doses to about 28.7 µM), for inactives: top-dose activity change, negative = inhibition, actives largely listed as inhibitors; P. falciparum luciferase growth in erythrocytes, 48 h; 5.9% of 310,000 active; AID 504832, 2011; also: potency is read from the fitted curve at half-maximal effect; % is scaled to controls: 0 for no effect and ±100 for the full control effect
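Parasite viability was followed by luminescence of a genomically integrated firefly luciferase. Cultures held 0.1% parasitemia at 2% hematocrit (final), incubated under 5% CO2 at 37 C.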
* marks the source's active call; other numbers are inactive results; ? = inconclusive; / = not tested or not shown; [ ] = another dose, or the depositor's remark. Unless noted, calls follow the shape of the dose curve; as a rule, active = well fitted curve in the direction sought with a large enough effect; inconclusive = small, poorly fitted or top-dose-only effect, or another doubt; inactive = no such curve, though single readings can be large; an effect the other way counts as inactive or inconclusive.

Results follow in this order: Shiga toxin inh	Cycloheximide cs	LmPK inh	Tb PYK inh	Pf growth 48h	HCV inh	Pf growth 96h
> Cc1nc2ccccc2c(=O)n1NC(=O)C1CCCCC1
 : -6.4	-2.4	-5.6%	-5.2%	23.2%	-1.7%	-21.3%
> Cc1ccc(C(=O)NCC(=O)N2CCC3(CC2)NCCc2[nH]cnc23)cc1C
 : -2.7	-2.0	3.6%	0.6%	-4.1%	26.5%	24.5%
> COc1ccc(/C=N/n2cnnc2)cc1Cn1nc(C)c([N+](=O)[O-])c1C
 : -1.9	-7.7	5.2%	10.7%	2.5%	-19.2%	15.6%
> COc1ccc2c(c1)cc(C(=O)N[C@H](C(=O)N1CCC(C(=O)O)CC1)C(C)C)n2C
 : 16.7	5.4	-5.2%	2.1%	-10.2%	11.6%	5.0%
> Cc1ccccc1Nc1nc(N)nc(CSc2n[nH]c(N)n2)n1
 : 10.1	9.5	-6.9%	-1.0%	47.1%[activator]	27.3%	39.9%[activator]
> CCn1cc([N+](=O)[O-])c(C(=O)N2N=C(c3ccc4ccccc4c3)CC2c2cc(Br)ccc2O)n1 (configuration not stated)
 : 0.6	-1.4	3.6%	7.1%	3.29µM*	?	?
> CC1=CC2=NC(=O)/C(=C\c3cccn3CCOc3ccc(C)c(C)c3)C(=N)N2O1
 : 18.0	13.5	0.9%	5.5%	36.5%[activator]	?	21.3%
> COCc1cc(=O)[nH]c(Nc2nc(C)c3ccccc3n2)n1
 : -18.8	-2.3	0.1%	1.4%	/	?	0.0%
> COc1ccc(NC(=O)CN(C)CC(=O)Nc2ccccc2SC)cc1Cl
 : -15.1	4.3	3.2%	-1.8%	-11.4%	?	-19.3%
> CCOC(=O)c1sc(NC(C)=O)cc1C
 : 34.6	1.2	1.4%	-0.5%	-2.3%	-10.7%	-2.9%
> N#CC(C(=O)OCc1ccccc1)c1nc2ccccc2nc1N1CCOCC1 (configuration not stated)
 : -26.5	-1.7	2.6%	-5.6%	9.1%	?	27.0%
> CCC(=O)N(Cc1cc2cc(OC)ccc2[nH]c1=O)c1ccc(C)cc1C
 : 9.1	-3.5	4.0%	-0.4%	27.9%	?	?
> Cc1ccc(NC(=O)COC(=O)C2C3CC4OC(=O)C2C4C3)cc1 (configuration not stated)
 : 17.8	16.3	-5.2%	0.0%	21.7%	-6.2%	0.7%
> COc1ccc(C(=O)N(Cc2ccccc2)Cc2cc3cc4c(cc3[nH]c2=O)OCCO4)cc1
 : 22.9	5.5	1.3%	-15.1%	?	?	-17.7%
> C/C=C(/C(=C/C)c1ccc(O)cc1)c1ccc(O)cc1
 : -12.9	-2.2	5.1%	1.5%	-23.0%	-20.6%[8.37 µM]	?
> Cc1cc(C)c2nc(C(F)(F)F)c(C#N)c(N)c2c1
 : -20.9	-5.5	10.7%	1.3%	/	-25.8%	43.9%[activator]
> COc1cc2ccccc2cc1C(=O)O
 : 14.9	3.3	3.3%	3.4%	10.6%	3.3%	/
> CCN(CC)CC(O)CCCCCCCCC(=O)OC (configuration not stated)
 : -11.4	-0.7	-3.0%	1.6%	19.8%	13.9%	4.3%
> COc1ccccc1NC(=O)CCc1nnc2ccc(N3CCN(C)CC3)nn12
 : 9.7	-3.7	6.2%	0.0%	12.2%	3.1%	?
> CCOC(=O)N1CCN(C(=O)COc2cccc3c2CCN(Cc2ccccc2F)C3=O)CC1
 : -5.2	-2.0	1.2%	-8.4%	?	-26.9%	?

Profiles from above.
`N#CC(C(=O)OCc1ccccc1)c1nc2ccccc2nc1N1CCOCC1` (configuration not stated) is listed as Shiga toxin inh = -26.5; Cycloheximide cs = -1.7; LmPK inh = 2.6%; Tb PYK inh = -5.6%; Pf growth 48h = 9.1%; HCV inh = ?; Pf growth 96h = 27.0%
`CC1=CC2=NC(=O)/C(=C\c3cccn3CCOc3ccc(C)c(C)c3)C(=N)N2O1` is listed as Shiga toxin inh = 18.0; Cycloheximide cs = 13.5; LmPK inh = 0.9%; Tb PYK inh = 5.5%; Pf growth 48h = 36.5%[activator]; HCV inh = ?; Pf growth 96h = 21.3%
`COc1ccc(NC(=O)CN(C)CC(=O)Nc2ccccc2SC)cc1Cl` is listed as Shiga toxin inh = -15.1; Cycloheximide cs = 4.3; LmPK inh = 3.2%; Tb PYK inh = -1.8%; Pf growth 48h = -11.4%; HCV inh = ?; Pf growth 96h = -19.3%

(cont.)
Results follow in this order: Shiga toxin inh	Cycloheximide cs	LmPK inh	Tb PYK inh	Pf growth 48h	HCV inh	Pf growth 96h
> CCN(CC)C(=O)CSc1nnc(-c2ccccc2)o1
 : 81.9	35.0	-7.4%	1.7%	104.9%[activator]	-26.1%	/
> CCSc1nnc(NC(=O)CSc2nnc(CNC(=O)c3ccccc3F)o2)s1
 : -5.5	2.3	-3.1%	7.6%	12.9%	0.1%	8.9%
> COc1ccc(-n2c(C)nc3cc(C(=O)NCc4ccc5c(c4)OCO5)ccc32)cc1
 : -2.9	-1.6	-0.6%	0.5%	16.2%	-6.1%	-37.4%
> Cc1ccc(-c2noc(CCC(=O)NC3CCN(Cc4ccccc4)CC3)n2)cc1
 : -15.5	4.6	-1.4%	-1.0%	?	-7.1%	?
> O=C1CCCc2nc(N3CCN(C(=O)c4ccco4)CC3)ncc21
 : 25.1*	19.5*	2.6%	4.0%	126.3%[activator]	9.5%	9.28µM*
> CCCC1S/C(=N/N=C/c2ccc(OC)cc2)N(Cc2ccccc2)C1=O (configuration not stated)
 : 27.8	8.4	2.9%	2.1%	?	-4.6%	/
> CCO[C@@H]1OC(C(=O)NC2CC2)=C[C@H](c2ccc(Br)cc2)[C@H]1CCCO
 : 3.1	-7.9	-2.7%	-2.1%	?	7.2%	39.2%[activator]
> Cc1nc(C)c(C(=O)C2=C(O)C(=O)N(CCN(C)C)C2c2cccs2)s1 (configuration not stated)
 : -5.6	-0.7	-3.2%	-6.7%	5.7%	26.9%	45.9%[activator]
> CCOc1cc(S(=O)(=O)N(CC)CC)ccc1F
 : -7.0	-2.9	6.0%	1.8%	-16.1%	3.9%	/
> NC(=O)c1ccccc1N/C=C/C(=O)c1cccs1
 : 45.5*	44.3*	15.8µM*	-14.0%	127.8%[activator]	7.0%	39.8%[activator]
> COc1cc(F)ccc1S(=O)(=O)N1CCN(Cc2ccccc2)CC1
 : /	1.2	0.4%	-1.0%	-10.8%	1.4%	?
> Cc1cc(NC(=O)CN2CCN(S(=O)(=O)c3ccc4ccccc4c3)CC2)no1
 : -3.9	-5.0	-4.5%	-4.5%	/	10.6%	-27.7%
> CCCc1nc(SCC(=O)N2CCc3ccccc32)c2c(C)c(C)sc2n1
 : -2.2	-1.2	1.1%	/	20.8%	/	70.9%[activator]
> COC(=O)c1ccccc1NC(=O)C1CCN(C(=O)N2CCOc3ccccc32)CC1
 : 8.1	0.4	-1.7%	0.9%	?	1.2%	16.7%
> Cc1ccc(C(=O)Cn2c(-c3ccccc3)noc2=O)cc1
 : -5.0	-3.8	2.5%	1.5%	12.0%	1.8%	-1.5%
> COc1cc2c3c(c1)c(C1=NC(=S)NC1=O)c(O)n3C(C)(C)C=C2C
 : -12.4	21.1*	-2.4%	3.7%	/	3.7%	-26.7%
> CCOC(=O)C1=C(O)/C(=C/c2ccc(-c3ccccc3C(=O)O)o2)SC1=Nc1ccc(C)cc1
 : -5.9	-2.0	-3.5%	-23.5%	?	-1.8%	0.928µM*
> O=C1C(C=NCC2CCCO2)=C(O)c2ccccc21 (configuration not stated)
 : 49.1	32.1*	-13.5%	-1.6%	200.1%[activator]	4.6%	-12.1%
> COc1ccc(CCNS(=O)(=O)c2cn(C)c(=O)n(C)c2=O)cc1
 : 3.4	-1.9	-8.8%	-0.9%	27.7%	9.9%	?
> Cc1cc(C)c2c(NC(=S)NC(=O)c3ccccc3)n[nH]c2n1
 : -7.7	-2.3	-3.9%	-0.6%	52.9%	-9.4%	18.7%
> CC(=O)c1cc2c(cc1NC(=O)CSc1nc3ccc(C)cc3[nH]1)OCO2
 : 4.2	19.7*	2.2%	-1.4%	?	?	54.8%[activator]
> Cc1ccc(N2CC(C(=O)Nc3cccc(C(=O)NC4CC4)c3)CC2=O)cc1 (configuration not stated)
 : /	/	/	-1.2%	13.5%	?	?
> COc1ccc(C(c2nnnn2CCc2ccccc2)N2CCN(C3CCCC3)CC2)cc1OC (configuration not stated)
 : -19.2	-15.3	-9.7%	0.7%	-18.9%	2.5%	0.586µM*
> O=C(CN(C(=O)CCC(=O)Nc1nccs1)c1ccc2c(c1)OCO2)NCc1ccccc1
 : 3.9	3.6	-3.6%	-1.3%	?	0.5%	15.3%
> CCCC12CN3CC(C)(CN(C1)C3c1ccc(OC(C)C)cc1)C2=O (configuration not stated)
 : -2.1	4.2	2.4%	6.2%	9.0%	10.8%	/
> Cn1c(=O)c2c(nc(SCc3ccccc3)n2Cc2ccc(Cl)cc2)n(C)c1=O
 : 0.4	-3.7	10.3%	-14.3%	?	?	-28.8%
> Cn1c(C(=O)NCCN2CCCCCC2)cc2c(=O)n(C)c3ccccc3c21
 : 6.6	6.6	-0.2%	1.2%	/	-28.3%	31.6%[activator]
> O=C(O)c1cnn(-c2nc(-c3ccc(Cl)cc3)cs2)c1C(F)(F)F
 : 82.2*	53.3*	0.3%	5.1%	/	12.6%	15.7%
> CCc1ccc(OCC(=O)OC(C)C(=O)NC2CC2)cc1 (configuration not stated)
 : -3.0	-3.2	-0.7%	-7.0%	75.2%[activator]	11.4%	0.3%
> CC12CCC(c3c1nc1ccccc1[n+]3[O-])C2(C)C (configuration not stated)
 : -10.4	0.7	-3.6%	-18.2%	-9.1%	35.9%[activator]	-0.5%
> COC(=O)CS(=O)(=O)c1cccc2cccnc12
 : -8.5	-3.6	-0.6%	0.7%	14.8%	35.1%[activator]	?
> CC(C)(C)c1ccc(C(=O)C2CCCN(C(=O)CCn3cncn3)C2)cc1 (configuration not stated)
 : -20.9	-0.7	-10.3%	-2.4%	-6.4%	?	-19.2%
> Cc1ccccc1CS(=O)(=O)Cc1ccc(C(=O)NC2CCCC2)o1
 : -1.9	-2.2	4.7%	9.5%	18.1%	4.0%	?
> CCC(C(=O)OC)n1c(-c2ccccc2)nc2ccccc2c1=O (configuration not stated)
 : 9.2	-0.5	-4.3%	0.1%	?	?	?
> Cc1cc(C)cc(NC(=O)Cc2ccc(S(=O)(=O)N3CCCC3)s2)c1
 : /	/	/	0.1%	?	9.8%	?
> COc1cc(/C=C/C(=O)N2CCN(c3n[nH]c(=O)[nH]c3=O)CC2)cc(OC)c1OC
 : 0.6	-4.3	3.5%	0.9%	-15.5%	20.6%	?
> Cc1c(C(=O)N2CCCC2)sc(NC(=O)c2ccc(Cl)cc2)c1C#N
 : 4.9	-1.3	2.6%	-1.3%	-0.5%	6.9%	?
> c1ccc(C(c2nnnn2C2CCCC2)N2CCN(c3ccccc3)CC2)cc1 (configuration not stated)
 : -2.5	-3.2	2.3%	-3.8%	13.1µM*	-3.0%	?
